MIN6 prolif: induces beta-cell replication in MIN6 cells. MIN6 cells proliferation, ATPlite luminescence, 48 h; cells starved in 0.2% serum; 100% = growth in 10% serum. proliferation, % at 10 µM. 0.29% of 330,000 active. AID 2380;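 active = compounds whose signal lies at least 3.5 SD above the mean of all wells on their plate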;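 note: 0% = DMSO-treated cells in low-serum medium and 100% = 10% serum control; some compounds called inactive have numbers as strong as hits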
hIAP activ: increases human intestinal alkaline phosphatase activity; activation factor at 10 µM; purified human IAP, CDP-Star luminescence, 30 min; active compounds read high; 1 = vehicle-only enzyme, 0 = enzyme-free background; P09923; AID 2524; 0.16% of 330,000 active;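 active = activation factor of the enzyme at least 2-fold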; note: the source names both 10 and 20 µM as test concentration; values of inactives mirror those of a sister screen read the other way
GRIN3A LBD mod: NR3A (human) ligand-binding domain modulation. NR3A LBD differential scanning fluorimetry, Tm shift; 0% = protein alone, 100% = glycine-bound protein. Tm shift relative to glycine control, % at 25 µM. 2.5% of 340,000 active;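 active = melting temperature shift of at least 10% of the positive control shift, at one fixed dose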
hIAP inh: human IAP inhibition | purified IAP, CDP-Star luminescence, 30 min | inhibition, % at 10 µM | 0.12% of 330,000 active | P09923;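 active = inhibition reaching a set limit with compound at 10 µM in the primary screen, cut at about 35% in these data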;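 note: plate controls were DMSO wells with enzyme for no effect and no-enzyme buffer wells for full effect; values of inactives mirror those of a sister screen read the other way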
mIAP act: increases mouse intestinal alkaline phosphatase activity. muIAP, CDP-Star luminescence, 30 min; active compounds read high; 1 = vehicle-only enzyme signal, 0 = enzyme-free wells. activation factor at 10 µM. 0.24% of 330,000 active. AID 2805;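 active = activation factor of at least 2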; note: the source names both 10 and 20 µM as test concentration; values of inactives mirror those of a sister screen read the other way
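System: mouse IAP enzyme. Reagent: CDP-Star chemiluminescent phosphatase substrate. Benchmarks: DMSO wells, no-enzyme wells. Times: 30 min enzyme-substrate-compound incubation at room temperature. Detection: luminescence from enzymatic CDP-Star hydrolysis. Doses: test compounds delivered from DMSO solution.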
mIAP inh: mouse IAP inhibition. purified mouse IAP, CDP-Star luminescence, 30 min. inhibition, % at 10 µM. 0.2% of 330,000 active;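 active = inhibition of at least 40% at 10 µM in the primary screen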;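 note: plate controls were DMSO with enzyme for no effect and no enzyme wells for full effect; values of inactives mirror those of a sister screen read the other way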
APOBEC3A inh: inhibitors of human APOBEC3A DNA deaminase | P31941 | recombinant A3A, FAM/TAMRA ssDNA deamination fluorescence | inhibition, % at 20 µM | 0.41% of 330,000 active;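 active = at least 40% inhibition at 20 µM here, with at most 30% in a related deaminase screen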;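 note: plate controls were A3A with DMSO for no effect and wells lacking A3A enzyme for full effect; some results filed as inactive read as strong as hits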
Target sequence (P31941 whole entry, looked up): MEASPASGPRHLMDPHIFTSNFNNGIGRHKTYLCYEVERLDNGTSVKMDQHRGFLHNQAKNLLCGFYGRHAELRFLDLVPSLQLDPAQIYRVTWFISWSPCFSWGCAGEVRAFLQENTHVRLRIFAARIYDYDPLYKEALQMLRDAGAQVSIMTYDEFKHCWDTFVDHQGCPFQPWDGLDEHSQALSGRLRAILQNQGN
MPTP inh: inhibitors of mitochondrial permeability transition pore; isolated mouse mitochondria, Ca2+ swelling absorbance, 30 min; inhibition, % at 10 µM; 1.4% of 360,000 active;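 active = inhibition of 50% or more, scaled per plate between neutral and stimulator controls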;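 note: 0% = DMSO wells given calcium and 100% = 1 mM EGTA wells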
A3G deaminase: APOBEC3G (human) deaminase inhibition; recombinant A3G, ssDNA deamination FAM/TAMRA fluorescence; 0.28% of 330,000 active; inhibition, % at 20 µM; Q9HC16;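 active = inhibition of at least 40% at 20 µM, with no more than 30% in the related APOBEC3A deaminase screen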;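 note: plate controls were DMSO wells with A3G for no effect and wells lacking A3G enzyme for full effect; some compounds called inactive have numbers as strong as hits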
Target sequence (Q9HC16 whole entry, looked up): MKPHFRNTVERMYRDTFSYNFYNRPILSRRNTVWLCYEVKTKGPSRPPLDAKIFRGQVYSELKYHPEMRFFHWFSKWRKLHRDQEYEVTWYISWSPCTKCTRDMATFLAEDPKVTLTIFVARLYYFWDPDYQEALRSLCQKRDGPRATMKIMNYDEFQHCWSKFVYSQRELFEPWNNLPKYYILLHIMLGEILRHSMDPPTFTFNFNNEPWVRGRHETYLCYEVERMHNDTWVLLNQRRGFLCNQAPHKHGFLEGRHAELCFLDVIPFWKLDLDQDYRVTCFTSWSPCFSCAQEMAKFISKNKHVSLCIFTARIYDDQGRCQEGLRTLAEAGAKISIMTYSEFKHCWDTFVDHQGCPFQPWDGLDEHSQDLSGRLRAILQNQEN
Numbers without * were called inactive; . = no result given.

SMILES	MIN6 prolif	hIAP activ	GRIN3A LBD mod	hIAP inh	mIAP act	mIAP inh	APOBEC3A inh	MPTP inh	A3G deaminase
CC(=O)c1cc2c(cc1N(C(=O)c1ccco1)C(C(=O)NC1CCCC1)c1ccccc1F)OCO2 (stereo unspecified)	-1	0.89	-1	11	0.9	10	-1	-0.9	-5
Cc1ccc(S(=O)(=O)CNC(=S)c2ccc3ccccc3c2)cc1	-1	0.84	-1	16	0.91	9	2	2.1	-1
CC[C@@]1(C(=O)OC)N[C@H](CN(C)C(=O)Nc2ccc(OC)cc2)[C@@H]2C(=O)N(C)C(=O)[C@@H]21	4	0.93	2	7	0.94	6	-4	-0.4	-6
CN(CC1CCCN(CCc2ccc(Cl)cc2)C1)C(=O)c1ccco1 (stereo unspecified)	1	1.2	-5	-20	1	-1	-5	-0.6	-4
O=C(COC(=O)/C=C/c1ccccc1)NCCc1ccc(F)cc1	-1	0.99	-12	1	1	-3	-3	-0.3	-11
N=c1sc2ccccc2n1-c1ccccc1	-6	0.84	0	16	1.1	-11	-1	-0.9	-7
COC(=O)c1ccc(Cn2cc(C(F)(F)F)ccc2=O)cc1	1	0.99	2	1	0.97	3	0	-1.3	-6
CC(C)=NOc1nc(N(C)C)nc(N(C)C)n1	-1	1.2	-4	-20	1	-2	3	-6.2	1
COc1ccc(-c2nnc(SCc3cccc(C)c3)n2N)cc1	1	0.94	1	6	1	-1	-3	1.8	-2
CN(C)c1ccc(NC(=S)N2CCN(c3ncc(C(F)(F)F)cc3Cl)CC2)cc1	0	0.91	-1	9	0.99	1	1	9.1	-3
O=C(O)CS(=O)CC(=O)Nc1cccc(C(F)(F)F)c1 (stereo unspecified)	0	1	0	0	1	-2	4	1.7	3
Cc1ccccc1C(=O)N(C)c1ccccc1C(=O)NCc1ccccc1	4	1.1	0	-13	1.1	-6	1	0.6	-4
CCOC(=O)c1c(C)oc2cc(Sc3ccccc3)c(O)c(O)c12	-3	0.89	2	11	0.94	6	-3	9.7	-12
COc1cccc(/C=N/NC(=O)C[n+]2ccccc2)c1OC	0	0.88	-2	12	0.9	10	-1	-1.2	-8
O=C(CN1CCc2ccccc2C1)Nc1ccccc1N1CCCCCC1	-6	0.85	5	15	1.1	-11	1	8.3	-1
COc1ccc(S(=O)(=O)N2CCCCC2)cc1NC(=O)c1cnc(C)cn1	2	1.1	1	-8	0.94	6	3	-0.4	-4
CC1=NN(c2ccc(C)c(C)c2)C(=O)C1C(c1cccc(O)c1)C1C(=O)N(c2ccc(C)c(C)c2)N=C1C (stereo unspecified)	-6	0.97	5	3	0.91	9	-3	5.6	-1
O=C(COC(=O)/C=C/c1ccccc1[N+](=O)[O-])Nc1ccc(OCc2ccccc2)cc1	0	0.98	0	2	1	-1	-2	-0.2	-4
COc1nc(C)ccc1-c1noc(-c2ccncc2)n1	-1	1.1	1	-8	0.89	11	0	-1.5	-3
Cc1nn(CCC#N)c(NC(=O)c2ccccc2)c1P(=O)(Nc1ccc(Br)cc1)N1CCOCC1 (stereo unspecified)	-1	0.89	-1	11	0.99	1	2	-0.7	11

Part of the list above, as labelled records:
O=C(COC(=O)/C=C/c1ccccc1[N+](=O)[O-])Nc1ccc(OCc2ccccc2)cc1
  MIN6 prolif: 0 | hIAP activ: 0.98 | GRIN3A LBD mod: 0 | hIAP inh: 2 | mIAP act: 1 | mIAP inh: -1 | APOBEC3A inh: -2 | MPTP inh: -0.2 | A3G deaminase: -4

COc1nc(C)ccc1-c1noc(-c2ccncc2)n1
  MIN6 prolif: -1 | hIAP activ: 1.1 | GRIN3A LBD mod: 1 | hIAP inh: -8 | mIAP act: 0.89 | mIAP inh: 11 | APOBEC3A inh: 0 | MPTP inh: -1.5 | A3G deaminase: -3

Next records follow.
SMILES	MIN6 prolif	hIAP activ	GRIN3A LBD mod	hIAP inh	mIAP act	mIAP inh	APOBEC3A inh	MPTP inh	A3G deaminase
CCc1ccc(NC(=O)CN(CC(=O)Nc2ccc(CC)cc2)CC(C)O)cc1 (stereo unspecified)	-1	1.2	-4	-17	1	-4	1	2.0	-4
CCN(CC)S(=O)(=O)c1ccc(C)c(NC(=O)COC(=O)CNC(=O)c2ccc(C(C)(C)C)cc2)c1	-1	0.94	-7	6	1.1	-8	2	-11	-1
COCCSc1nnc(NC(=O)c2ccc(NC(=O)C(C)C)cc2)s1	-3	0.86	-5	14	0.97	3	0	-1.2	-2
Cc1ccc(C)c(NC(=O)CSc2nnc(C3CCCCC3)o2)c1	4	0.98	0	2	0.94	6	-2	0.3	-6
O=C(N[C@@H]1C/C=C\C[C@@H](CC(=O)N(CCO)Cc2ccccc2)C(=O)N[C@@H](c2ccccc2)COC1=O)OCC1c2ccccc2-c2ccccc21	-6	1	-4	-2	1.3	-26	-3	0.9	-4
Cc1ccc(C(=O)CSc2cc(C)nc(SCC(=O)c3ccccc3)n2)cc1	-1	0.85	2	15	0.88	12	4	-0.4	-1
S=C(Nc1ccc(Cl)cc1)NC1CC2CCC(C1)N2Cc1ccccc1 (stereo unspecified)	-5	1.3	0	-26	2.3*	-126	-4	47	-2
COc1ccc(N=Nc2cc(C)ccc2O)cc1	-3	0.85	5	15	0.8	20	1	3.1	-3
C=CCOc1ccc(/C=N/NC(=O)C(C)Sc2ccccn2)cc1OCC (stereo unspecified)	4	0.98	0	2	1	0	-2	1.6	-6
COC(=O)/C(C#N)=C/c1ccc(OC(=O)c2ccccn2)cc1	-1	0.85	2	15	0.9	10	-6	1.8	-9
O=C(Nc1ccccc1F)c1ccc(CN2CCc3ccccc3C2)cc1	-1	1.1	0	-11	1	-2	6	0.0	-6
Cc1ccc(NC(=O)N2N=C(c3ccc(F)cc3)CC2c2ccc(F)cc2)cc1 (stereo unspecified)	-4	1.1	19*	-9	1.1	-13	-1	21	9
COC(=O)c1ccc(NC(=S)N2CCCC2)cc1	3	1.1	1	-6	1.2	-18	-5	-1.4	-10
CCCCCCc1cc2cc(C(=O)OCC)c(=O)oc2cc1O	-6	0.92	-3	8	1.5	-50	1	93*	-4
O=C(NCc1cccs1)C1CCCN1C(=O)Nc1ccccc1[N+](=O)[O-] (stereo unspecified)	0	1.1	-1	-9	0.92	8	-1	0.4	-4
CC(C)NC(=S)NN=C1CCC(c2ccccc2)CC1 (stereo unspecified)	1	1.1	-2	-5	0.99	1	-1	0.4	-5
O=C(NCC1CCCC(CNC(=O)N2CCc3ccccc32)C1)N1CCc2ccccc21 (stereo unspecified)	-5	0.9	-10	10	1.1	-8	3	1.7	-1
NC(=O)C1CCN(c2nc(-c3ccccc3-c3ccccc3)cs2)CC1	0	1	-1	-4	0.96	4	-1	-1.0	-3
CCOC(=O)C1=C(COC(=O)c2ccccc2OC(F)F)NC(=O)NC1C (stereo unspecified)	4	0.92	2	8	1	-1	1	-1.1	-7
C#CCSc1nnc(-c2c[nH]c3ccccc23)n1C	4	0.98	-2	2	0.95	5	-4	3.1	-12
c1ccc(Nc2nc(NCCN3CCOCC3)nc(Nc3ccccc3)n2)cc1	-2	1.3	-2	-33	1	-2	0	-1.0	-4
COc1ccc(C(=O)OCC(=O)Nc2cc(C)on2)c(OC)c1OC	1	1.1	0	-10	0.88	12	1	0.6	-9
COc1ccc(N(CC(=O)NCCC2=CCCCC2)S(=O)(=O)c2ccccc2F)cc1	-3	1.1	0	-8	0.98	2	5	2.6	2
Cc1ccc(C(C)C)c(OCC(=O)NC2CCN(C)CC2)c1	-1	0.99	-1	1	1	0	-4	2.0	-7
CNc1nc(-c2ccc3c(c2)CCN3C(=O)c2cccc(F)c2)cs1	-2	1.1	1	-11	0.94	6	-5	1.9	-4
N#Cc1c(N)nc2c(c1-c1ccc(F)cc1)c(=O)nc1sccn12	-1	0.9	0	10	0.97	3	3	-4.1	-11
CCCOc1ccc(C(C)=O)cc1CC(C(N)=O)C(N)=O	-2	1.1	4	-11	0.95	5	-15	-7.1	-6
Cc1ccc(C(=O)NC(Cc2ccccc2C(F)(F)F)C(=O)O)cc1 (stereo unspecified)	.	.	2	.	0.97	3	1	-0.3	5
N/C(=N\OC(=O)COc1ccccc1)c1ccncc1	0	0.97	0	3	1	-4	0	2.6	-5
Cc1ccc(C(C)NC(=O)c2ccncc2)cc1C (stereo unspecified)	-2	0.9	-2	10	0.98	2	0	-0.1	-4

Rewritten with two lines to a compound: part of the list above.
Values in the order: MIN6 prolif	hIAP activ	GRIN3A LBD mod	hIAP inh	mIAP act	mIAP inh	APOBEC3A inh	MPTP inh	A3G deaminase
COc1ccc(C(=O)OCC(=O)Nc2cc(C)on2)c(OC)c1OC
→ 1	1.1	0	-10	0.88	12	1	0.6	-9
COc1ccc(N(CC(=O)NCCC2=CCCCC2)S(=O)(=O)c2ccccc2F)cc1
→ -3	1.1	0	-8	0.98	2	5	2.6	2
Cc1ccc(C(C)C)c(OCC(=O)NC2CCN(C)CC2)c1
→ -1	0.99	-1	1	1	0	-4	2.0	-7
CNc1nc(-c2ccc3c(c2)CCN3C(=O)c2cccc(F)c2)cs1
→ -2	1.1	1	-11	0.94	6	-5	1.9	-4
N#Cc1c(N)nc2c(c1-c1ccc(F)cc1)c(=O)nc1sccn12
→ -1	0.9	0	10	0.97	3	3	-4.1	-11
CCCOc1ccc(C(C)=O)cc1CC(C(N)=O)C(N)=O
→ -2	1.1	4	-11	0.95	5	-15	-7.1	-6

Remaining list, next part:
SMILES	MIN6 prolif	hIAP activ	GRIN3A LBD mod	hIAP inh	mIAP act	mIAP inh	APOBEC3A inh	MPTP inh	A3G deaminase
Cc1c(C(=O)NC(=S)Nc2ccc(NC(=O)c3cccs3)cc2)cccc1[N+](=O)[O-]	-4	1.3	11*	-34	0.96	4	-8	-0.4	1
COC(=O)c1ccccc1NC(=O)N1CCN(c2ccc(OC)cc2)CC1	2	1	0	-4	0.96	4	-6	3.3	3
O=c1cc[nH]c2ccc(Cl)cc12	3	0.93	-2	7	1	-4	1	-0.9	-10
COc1ccc(C(CNC(=O)CSc2ccc(Br)cc2C)N2CCOCC2)cc1 (stereo unspecified)	-2	1	2	-2	0.99	1	-3	-1.5	-5
CN(C)S(=O)(=O)c1ccc(C(=O)N2CCN=C2SCc2ccccc2)cc1	-1	1.1	-1	-7	1	-2	5	0.4	-2
CC(=O)Nc1cccc(C(=O)OC2CCOC2=O)c1 (stereo unspecified)	1	1	-1	-2	0.97	3	4	-0.4	-1
COc1ccc2c(c1)SC1=NCCS(=O)(=O)N12	2	0.77	-1	23	0.95	5	-1	-0.9	-3
CSc1ccccc1C(=O)OCC(=O)N1CCCC1=O	1	0.94	-1	6	1.1	-6	-4	0.3	-9
COc1ccc(-c2cn[nH]c2C)cc1	0	1.1	-1	-8	1	0	-4	-0.9	-9
O=S(=O)(c1ccc2c(c1)OCCO2)N1C[C@@H]2C[C@H]1CN2S(=O)(=O)c1c(F)cccc1F	0	1.1	7	-12	1	-1	-3	-1.3	-1
COc1ccc(NC(=O)C2CCCN2C(=O)Oc2ccccc2)cc1 (stereo unspecified)	0	1.1	-1	-8	0.96	4	0	-1.7	3

Compounds as they come; about 5% have a hit in one of these screens.
